Bioassay records from PubChem BioAssay.
TEAD-YAP block – TEAD-YAP interaction inhibition; 640,000 tested, 1.4% active; inhibition, % at 9.12 µM; HEK-TIYL cells, TEAD-Gal4/YAP UAS-luciferase luminescence; AID 1259422; in the data active means inhibition above about 32%;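 further: 0% = median of test compound wells and 100% = reference inhibitor wells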
GPR151 ag – activators of human GPR151; PathHunter beta-arrestin GPR151 cells, luminescence; 650,000 tested, 1% active; AID 1508602; Q8TDV0; activation, % at 11.2 µM; in the data active means activation above about 4.9%;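 further: 0% = median of compound wells and 100% = cells with positive control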
FBW7 act – human FBW7 E3 ligase activation, primary screen. AID 1259310. AlphaScreen FBW7–phospho-cyclin E peptide binding, activator screen. 650,000 tested, 0.13% active. normalized activity (activation), % at 26.1 µM. Q969H0; in the data active means normalized activity above about 1.9%;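 further: purified mutant Fbw7 with reduced substrate affinity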
Target sequence (Q969H0 whole entry, looked up): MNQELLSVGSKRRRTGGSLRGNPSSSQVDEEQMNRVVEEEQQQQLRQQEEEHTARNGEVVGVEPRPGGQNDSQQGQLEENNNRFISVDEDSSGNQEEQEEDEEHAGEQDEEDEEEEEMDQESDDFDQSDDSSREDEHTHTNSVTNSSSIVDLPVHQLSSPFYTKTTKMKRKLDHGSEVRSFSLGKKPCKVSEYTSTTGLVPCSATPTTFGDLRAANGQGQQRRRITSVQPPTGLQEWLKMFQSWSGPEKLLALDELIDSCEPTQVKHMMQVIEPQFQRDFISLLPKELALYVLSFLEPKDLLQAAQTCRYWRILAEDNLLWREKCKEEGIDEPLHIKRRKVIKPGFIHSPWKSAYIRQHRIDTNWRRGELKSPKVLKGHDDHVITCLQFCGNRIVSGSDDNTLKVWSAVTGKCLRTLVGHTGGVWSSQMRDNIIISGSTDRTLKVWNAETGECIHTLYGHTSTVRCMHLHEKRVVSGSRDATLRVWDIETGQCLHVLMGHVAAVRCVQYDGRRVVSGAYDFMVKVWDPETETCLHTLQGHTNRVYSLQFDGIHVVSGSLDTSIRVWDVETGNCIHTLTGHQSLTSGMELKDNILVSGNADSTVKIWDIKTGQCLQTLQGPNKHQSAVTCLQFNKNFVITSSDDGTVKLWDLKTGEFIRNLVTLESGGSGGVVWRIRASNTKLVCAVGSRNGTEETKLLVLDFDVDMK
MITF inh – blocks human microphthalmia-associated transcription factor; AlphaScreen MITF homodimerization, bead proximity signal; inhibition, % at 2.6 µM; 650,000 tested, 0.91% active; in the data active means inhibition above about 50%;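 further: 0% = vehicle wells with protein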
* hit, by the source's call.

SMILES	TEAD-YAP block	GPR151 ag	FBW7 act	MITF inh
CC(=O)NC12CC3CC(C1)CC(C(=O)Nc1nc(SCc4ccccc4)ns1)(C3)C2	-4	-0.4	0.1	7
Cc1ccc(-c2nnc(Nc3ccc4c(c3)OCO4)c3ccccc23)cc1S(=O)(=O)NCC1CCCO1 (stereo not drawn)	4	0.3	-0.3	-3
O=C(NC1CCCCC1)C(C(F)(F)F)(C(F)(F)F)C(F)(F)F	7	-0.8	0.0	6
O=C1Cc2cc(Nc3cc(Nc4ccccn4)c(C(F)(F)F)cn3)ccc2N1	23	-1.4	-0.2	-6
CC(C)C(C)NC(=O)Cn1nc(C(=O)O)c2ccccc2c1=O (stereo not drawn)	-4	0.9	0.1	3
O=C(CCOc1ccccc1)Nc1ccnn1C1CCN(C(=O)c2ccco2)CC1	-9	-0.1	0.2	10
Cc1ccc2nc3nc(NCC4CCCO4)c(C(=O)NC4CCCCC4)cc3c(=O)n2c1 (stereo not drawn)	-3	1.3	0.3	-9
COc1ccc(C(=O)Nc2ccc3oc(-c4cc(Cl)ccc4Cl)nc3c2)cc1Br	-1	0.6	-0.2	-14
O=C(CCCCCn1c(=S)[nH]c2cc3c(cc2c1=O)OCO3)NCCc1ccc(Cl)cc1	10	-0.3	0.1	0
COc1ccc(/C=C/C(=O)Nc2ccc(N3CCOCC3)c(Cl)c2)cc1OC	13	0.7	0.0	-11
CCCCc1c(C)c(C#N)c2nc3ccccc3n2c1Nc1ccc(N(C)C)cc1	-6	0.2	-0.2	18
COC(=O)c1ccc(C)c(S(=O)(=O)Nc2ccccc2)c1	-3	0.3	0.7	14
CC(C)N(CCNC(=O)c1cccc(-c2ccc(C(N)=O)cc2)c1)C(C)C	2	1.0	0.1	15
c1ccc(Cc2nc(NCc3ccco3)c3c4c(sc3n2)CCCC4)cc1	-34	-1.5	-0.4	3
CCC1CCCCN1CCCNC(=O)Cn1ncc2c3ccccc3n(C)c2c1=O (stereo not drawn)	7	0.4	-0.2	11
Cc1ccc(-c2c(C#N)c(SCC(=O)c3ccccc3)nc3c2CCCC3)o1	-8	1.4	-0.1	-16
C/C(Cl)=C/Cn1c(N/N=C/c2ccccc2O)nc2c1c(=O)[nH]c(=O)n2C	-9	0.0	-0.2	-362
COc1cccc(-c2nnc3sc(NC(=O)c4cccc(C)c4)nn23)c1	-11	2.4	-0.2	4
O=[N+]([O-])c1ncc(Br)cc1Nc1ccccc1	5	-0.4	0.0	12
O=C(O)Cn1nc(-c2ccc(Cl)cc2)ccc1=O	-2	-0.6	0.1	4
CCC1(C)CC(CCN)(c2ccccc2OC)CCO1 (stereo not drawn)	-8	3.1	-0.3	5
O=C(NC(c1ccccn1)c1cccs1)C1CCN(C(=O)c2ccno2)CC1 (stereo not drawn)	-10	-0.9	-0.4	-3
Cc1cc(C)n(CC(=O)NNC(=O)Cn2c(C(F)(F)F)nc3ccccc32)n1	7	-0.9	0.0	8
CC(=O)c1ccc(NC(=O)CN2CCN(Cc3nc4ccccc4n3C)CC2)cc1	-3	6.3*	0.0	1
Cc1ccc(NC(=O)CN2Cc3ccccc3C2=O)cc1C	-13	0.0	0.1	0
NC(=O)c1c(NC(=O)c2ccc(S(=O)(=O)N3CCCc4ccccc43)cc2)sc2c1CCCCC2	1	-1.0	-0.1	-4
CCOCCCNC(=O)C1CC(=O)c2sc(NC(=O)C3CCC3)nc2C1 (stereo not drawn)	-46	0.2	0.1	16
N#C/C(=C(/O)COc1cccc2ccccc12)c1nc2ccccc2[nH]1	-11	-1.1	0.4	-6
CC(NC(=O)C1CCCCC1)C(=O)NC1=NCCS1 (stereo not drawn)	11	0.4	0.1	-21
CN(Cc1ccccc1)C(=O)C1CCN(S(=O)(=O)c2cccc3nsnc23)CC1	10	-0.5	0.5	11
Cc1ccc(NC(=O)c2sc3cccc(Cl)c3c2Cl)cc1	-10	-1.0	0.0	4
COC(=O)C(Cc1ccccc1)NC(=O)c1ccc(Br)cc1 (stereo not drawn)	-9	0.0	0.1	-5
O=C(NC1CCCCC1)Oc1ccc2oc(=O)sc2c1	-11	-0.4	-0.1	10
Cc1cc(C)n(-c2cc(NCCNC(=O)Nc3cccc(F)c3C)ncn2)n1	16	-1.6	0.0	2
COc1ccc(-n2c(C)c(C)n3c4c(=O)n(C(C)C(C)=O)c(=O)n(C)c4nc23)c(OC)c1 (stereo not drawn)	7	-0.8	0.1	17
Cc1cc(Cl)c(S(=O)(=O)N2CCCc3ccccc32)cc1OCC(N)=O	4	0.9	0.1	7
CCC(=O)Nc1ccc(C(=O)NCCOC)cc1	-5	-0.4	-0.1	8
COC(=O)c1c(OCCc2ccsc2)cc(=O)n2c1CCN(C(C)=O)CC2	1	-1.5	0.0	-13
CC(C)(C)OC(=O)C(C(=O)OC(C)(C)C)c1ccc(Cl)nn1	-6	-0.4	0.0	-10
Cc1ccc(NC(=O)C(C)N(c2ccccc2)S(C)(=O)=O)c(C)c1 (stereo not drawn)	1	-0.4	-0.1	9
O=c1c(=O)n(Cc2cccc(Cl)c2)ccn1CCc1ccccc1	1	0.2	-0.1	-10
Cc1ccc(NC(=O)c2cc(S(=O)(=O)N3CC(C)CC(C)C3)ccc2F)cc1Cl (stereo not drawn)	0	2.5	0.0	5
CCOc1ccc(Oc2ccc(S(=O)(=O)NCCCN(C)C)cc2)cc1	20	3.0	0.0	4
Cc1cc(C)nc(SCc2cc(=O)c(OC(=O)c3ccc(C(F)(F)F)cc3)co2)n1	1	-0.1	0.0	3
CC(C)CN(CC(C)C)C(=O)COC(=O)c1ccc(S(C)(=O)=O)c([N+](=O)[O-])c1	5	1.1	-0.2	-5

Rewritten bar-delimited: entries from further up.
structure | TEAD-YAP block | GPR151 ag | FBW7 act | MITF inh
COC(=O)c1c(OCCc2ccsc2)cc(=O)n2c1CCN(C(C)=O)CC2 | 1 | -1.5 | 0.0 | -13
COC(=O)C(Cc1ccccc1)NC(=O)c1ccc(Br)cc1 (stereo not drawn) | -9 | 0.0 | 0.1 | -5

Next part.
SMILES	TEAD-YAP block	GPR151 ag	FBW7 act	MITF inh
CCCNS(=O)(=O)c1ccc(OCC(=O)OC)cc1	8	-0.6	0.1	3
COc1cc(-c2nnc(COc3ncnc4sccc34)o2)cc(OC)c1OC	7	0.5	-0.1	1
Cc1cccc(C)c1OCCOCC(O)CN1CCN(C)CC1 (stereo not drawn)	-3	-0.6	0.0	7
COc1ccc(C(=S)N2CCOCC2)cc1OC(=O)c1cccc([N+](=O)[O-])c1	-2	0.8	-0.1	-3
O=C(NCCCN1CCCC1)c1cc(-c2ccccn2)nc2ccccc12	-10	1.3	-0.3	-13
Cc1cccc(NC(=O)CSc2nc3[nH]ncc3c(=O)n2-c2ccc(Cl)cc2)c1	18	-0.7	-0.3	1
CC(=O)c1ccc(Nc2nc(OC(C(F)(F)F)C(F)(F)F)nc(OC(C(F)(F)F)C(F)(F)F)n2)cc1	5	1.9	0.1	0
Cc1cccc(N(CC(=O)NCCC(C)C)C(=O)CCC(=O)Nc2ccccn2)c1	2	-0.4	0.0	-5
CCN(c1ccc(NC(=O)CSc2nc(N)cc(=O)[nH]2)cc1)C(C)C	5	0.5	0.0	3
CCCCNC(=O)c1c(N)n(-c2ccc(OC)cc2)c2nc3ccccc3nc12	-14	0.6	0.0	-8
Cc1ccc(C(=O)Nc2ccc(F)cc2)cc1NC1=NC2CS(=O)(=O)CC2S1 (stereo not drawn)	5	-2.1	0.3	6
O=C(CN1C(=O)CSc2ncccc21)N1CCOCC1	8	-0.3	0.0	1
O=C(O)c1ccc(C(=O)O)c(S(=O)(=O)c2ccccc2)c1	4	-0.6	0.0	0
Cc1ccc(-n2ncc3c(C)nnc(SCC(=O)Nc4ccccc4F)c32)cc1C	5	0.1	0.6	10
O=C(Nc1ccncc1)c1ccc([N+](=O)[O-])cc1	-2	1.4	-0.1	3
CC(=O)N/C(=C\c1ccccc1)C(=O)Nc1ccc(Cl)c(Cl)c1	3	-0.3	0.0	11
CC(=O)Nc1cccc(C2=CC(c3ccc(Cl)cc3)n3ncnc3N2)c1 (stereo not drawn)	9	-2.0	0.0	-7
CCOC(=O)c1c(C)n(C(=O)c2ccco2)c(=O)n1C(=O)c1ccco1	7	1.9	0.9	16
O=C(CSc1nc(=O)n2ccccc2n1)NCc1ccccc1Cl	-6	-0.6	0.1	-10
O=c1oc2cc(O)ccc2cc1-c1nc(-c2ccc([N+](=O)[O-])cc2)cs1	-4	2.0	0.1	6
O=C(Nc1ccc(Cl)c(Cl)c1)N(Cc1nnc2n1CCCCC2)c1ccccc1	1	-0.5	0.0	-3
CCSCCOC(=O)C1=C(C)NC2=C(C(=O)C(C(=O)OC)C(C)C2)C1c1ccccc1OC(C)C (stereo not drawn)	-1	-1.5	0.4	6
CCOC(=O)c1ccc(NCCc2ccccc2)c([N+](=O)[O-])c1	-24	-0.5	-0.2	11
Cc1ccc(S(=O)(=O)Nc2ccc3c4c(cccc24)S(=O)(=O)N3)cc1	-1	-0.3	-0.2	-5
Cc1ccn2c(=O)c(C(=O)NC(C)c3ccccc3)c(O)nc2c1 (stereo not drawn)	-5	0.2	0.2	0
CCn1c(SCC(=O)NCc2ccc(F)cc2)nc2c(c1=O)SC(C)C2 (stereo not drawn)	-3	-0.5	-0.1	-8
CC1C(=O)SC2(CCCCC2)N1c1ccc(Cl)cc1 (stereo not drawn)	-3	1.4	-0.1	7
CC(=O)Nc1ccccc1NC(=O)c1ccc(Cl)c([N+](=O)[O-])c1	-2	0.0	-0.2	0
Nc1nnc(Cc2ccc(Br)cc2)s1	-7	0.5	1.0	11
O=C(Nc1cccc(Cl)c1Cl)c1cc(S(=O)(=O)N2CCC3(CC2)OCCO3)ccc1F	14	-0.8	0.1	8
CN(C)CCNC(=O)c1ccc2c(=O)n(Cc3ccco3)c(=S)[nH]c2c1	-1	0.2	-0.3	-9
Cn1c(N)c(S(=O)(=O)NC2CCCCC2)c(=O)n(C)c1=O	-5	2.4	-0.2	4
O=C(CSc1nc2ccccc2s1)Nc1ccc(F)c(Cl)c1	3	-0.5	0.7	6
COc1ccc(NC(=O)c2c(NCc3cccs3)sc3c2CCC3)c(OC)c1	-1	-0.7	0.1	-1
O=C(CNS(=O)(=O)c1ccccc1)OCC(=O)c1cccs1	-1	-0.7	1.6	18
N#Cc1ccc(-c2ccc(OCC(=O)Nc3ccc4c(c3)OCO4)cc2)cc1	-4	0.6	0.2	-3
CCC(=O)NCC1Cc2cc(-c3cccc(C(=O)OC)c3)cc(Cl)c2O1 (stereo not drawn)	-1	0.0	-0.1	6
OC1(C(F)(F)F)NN=C2C=Cc3ccccc3N21 (stereo not drawn)	1	0.5	0.0	-5
CC(C)N1CCC(N2CCN(Cc3cccc(-n4cccn4)c3)CC2CCO)CC1 (stereo not drawn)	3	-1.7	0.1	15
CC1CCN(C(=O)CN2C(=O)C(=O)c3ccccc32)CC1	12	0.6	0.3	16
CC(C)C(c1nnnn1Cc1cccs1)N1CCN(C2CCCC2)CC1 (stereo not drawn)	-1	0.3	-0.1	1
CCOC(=O)C1=C(N)Oc2ccc3ccccc3c2C1c1ccccc1[N+](=O)[O-] (stereo not drawn)	1	-0.5	-0.1	-8
COc1ccc(C(C)=O)cc1COC(=O)c1cccc(F)c1	-7	-1.7	-0.1	0
COC(=O)c1ccc(Oc2cc(C)nc(-c3ccccc3O)n2)cc1	1	0.5	0.0	-2
CCOC(=O)C1=C(CN2CCN(c3ccccc3)CC2)NC(=O)NC1c1ccc(C)cc1 (stereo not drawn)	4	1.4	0.1	17

Among those listed so far, these contain a nitro group on carbon.
SMILES	TEAD-YAP block	GPR151 ag	FBW7 act	MITF inh
O=[N+]([O-])c1ncc(Br)cc1Nc1ccccc1	5	-0.4	0.0	12
CC(C)CN(CC(C)C)C(=O)COC(=O)c1ccc(S(C)(=O)=O)c([N+](=O)[O-])c1	5	1.1	-0.2	-5
COc1ccc(C(=S)N2CCOCC2)cc1OC(=O)c1cccc([N+](=O)[O-])c1	-2	0.8	-0.1	-3
O=C(Nc1ccncc1)c1ccc([N+](=O)[O-])cc1	-2	1.4	-0.1	3
O=c1oc2cc(O)ccc2cc1-c1nc(-c2ccc([N+](=O)[O-])cc2)cs1	-4	2.0	0.1	6
CCOC(=O)c1ccc(NCCc2ccccc2)c([N+](=O)[O-])c1	-24	-0.5	-0.2	11
CC(=O)Nc1ccccc1NC(=O)c1ccc(Cl)c([N+](=O)[O-])c1	-2	0.0	-0.2	0
CCOC(=O)C1=C(N)Oc2ccc3ccccc3c2C1c1ccccc1[N+](=O)[O-] (stereo not drawn)	1	-0.5	-0.1	-8

(cont.)
SMILES	TEAD-YAP block	GPR151 ag	FBW7 act	MITF inh
COc1ccccc1NC(=O)N1CCN(c2cccc(C)c2C)CC1	1	-0.6	-0.1	5
O=c1c2cnn(CCO)c2ncn1Cc1c(F)cccc1Cl	-1	6.6*	0.1	-13
COc1ccc(CNC2CCCc3ccccc32)c(OC)c1 (stereo not drawn)	2	-1.3	-0.2	32
Cc1cc(-c2cncnc2C2CCN(Cc3cscn3)CC2)on1	-1	1.0	0.0	21
CCCCCCOc1ccc2cc(Br)ccc2c1	-11	1.0	0.1	-2
Cc1cc(Cl)ccc1OCCCC(=O)Nc1ccc(S(=O)(=O)Nc2nccs2)cc1	-8	0.8	0.1	-6
CCCN(CC1CC1)C(=O)CCc1nnc(Cc2cccc(C)c2)o1	-9	-0.4	-0.1	6
O=C(Nc1ccc(Cl)cc1F)c1cc(S(=O)(=O)N2CCCCCC2)ccc1F	-9	-0.8	0.2	-6
O=C(Oc1c(I)cc(Cl)c2cccnc12)N1CCOCC1	10	0.3	-0.1	-14
